GLP-1R inv ag = GLP-1 receptor (human) inverse agonism; P43220; HEK293 GLP-1R CRE-luciferase, luminescence, 24 h; GLP-1R form is constitutively active; Potency, µM (doses to about 38.3 µM), for the others: at the highest dose activity change, negative = inhibition, usual class: inhibitors; actives 1.6% (n = 410,000); AID 624417; also: potency is read from the fitted curve at half-maximal effect; % is scaled to controls: 0 for no effect and ±100 for the full control effect; nearly all actives have a fitted effect of over 55% in size
Target sequence (P43220 whole entry, looked up): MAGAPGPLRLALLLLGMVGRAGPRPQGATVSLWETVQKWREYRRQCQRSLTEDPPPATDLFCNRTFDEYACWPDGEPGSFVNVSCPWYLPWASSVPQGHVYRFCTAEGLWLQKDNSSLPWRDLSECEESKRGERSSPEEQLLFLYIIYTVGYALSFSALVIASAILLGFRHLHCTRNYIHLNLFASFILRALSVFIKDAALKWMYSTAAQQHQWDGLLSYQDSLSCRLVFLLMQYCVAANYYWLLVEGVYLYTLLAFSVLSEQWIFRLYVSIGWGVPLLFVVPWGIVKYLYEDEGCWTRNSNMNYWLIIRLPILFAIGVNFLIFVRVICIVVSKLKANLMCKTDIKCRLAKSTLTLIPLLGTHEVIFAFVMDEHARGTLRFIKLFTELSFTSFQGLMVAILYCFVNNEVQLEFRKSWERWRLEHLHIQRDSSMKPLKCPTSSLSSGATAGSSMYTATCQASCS
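Readout was luciferase luminescence, measured 12 min after detection reagent at room temperature. Beforehand, GLP-1R reporter HEK293 cells had sat 12 h, then received compounds for 24 hr at 37 deg C.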
IL2 activator = activators of IL-2; actives 0.065% (n = 360,000); AID 652025; activation, % (series mostly up to about 46 µM); IL-2 activation reporter assay, cell-based qHTS; stimulated with anti-CD3/CD4/CD28 beads; in transgenic mouse T cells; in the data active = activation above about 50%; inconclusive = mostly about 30% to 49%; also: 0% is about no effect
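Screening format: compound pinned onto unstimulated transgenic mouse T cells, 60 min incubation, then anti-CD3/anti-CD4/anti-CD28 bead stimulation for 18 hours at 37 degrees C, followed by EGFP and DsRed detection.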
PTHR1 agonist = agonists of human PTHR1 parathyroid hormone receptor. actives 0.075% (n = 410,000). Q03431. Potency, µM (doses to about 115 µM), without a hit: at the highest dose activation, most hits filed as activators. HEK293 GP2 PTHR1 cells, GloSensor cAMP luminescence, 1 h; also: potency is read from the fitted curve at half-maximal effect; nearly all actives have a fitted effect of over 55% in size; some results filed as inactive show a strong effect at the top dose; inactives centre near -15; many of its hits are not listed in these tables
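HEK-293-derived GP2 cells expressing PTHR1 and a GloSensor cAMP reporter, 3,000/well, plated overnight, given luciferin plus IBMX (each 0.5 mM as added) for 1 h at 37 °C, then compound for 1 h at 37 °C. Luminescence was read after 15 min at room temperature.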
GLP1R cytotox = cytotoxic in the GLP-1 receptor inverse agonist counter-screen | AID 624418 | HEK293 cAMP-luciferase reporter cells, luminescence, 24 h | actives 0.13% (n = 410,000) | Potency, µM (titrated, usually from 38.3 µM), for the others: at the highest dose activity change, negative = inhibition, most hits filed as inhibitors;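 also: loss of luciferase light is scored as toxicity; potency is read from the fitted curve at half-maximal effect; % is scaled to controls: 0 for no effect and ±100 for the full control effect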
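Step one: seed cells (200 cells/uL, DMEM with 10% Nu serum, 1% pen-strep). Step two: 12-hour incubation at 37 deg C. Step three: pin 23 nL compound, incubate 24 hr. Step four: add luciferase reagent, read luminescence 12 min later.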
EPAC1 antag = blocks human EPAC1 exchange factor | O95398 | EPAC1 GEF assay, Rap1b-BODIPY-GDP exchange fluorescence | Potency, µM (highest dose often 115 µM), for the others: at the top dose activity change, negative = inhibition, most hits filed as inhibitors | actives 0.14% (n = 360,000) | AID 720709;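 also: potency is read from the fitted curve at half-maximal effect; plate controls were vehicle for no effect and positive control for full effect; nearly all actives have a fitted effect of over 50% in size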
GLP1R ag = agonists of human GLP-1 receptor. P43220. HEK293 GLP-1R CRE-luciferase, luminescence, 4-6 h; cells express a hypersensitive GLP-1R form. Potency, µM (series often up to 45.6 µM), for the others: top-dose activation, usual class: activators. actives 0.007% (n = 380,000); also: potency is read from the fitted curve at half-maximal effect; % of control where 0% means no effect
PLK1 PBD block = inhibitors of human PLK1 polo-box domain binding | actives 2.8% (n = 360,000) | Plk1 PBD binding of FITC phosphopeptide, fluorescence polarization | Potency, µM, for the others: max response, negative = inhibition, actives largely listed as inhibitors | P53350; also: potency is read from the fitted curve at half-maximal effect; series mostly up to about 57 µM; % is scaled to controls: 0 for no effect and ±100 for the full control effect; nearly all actives have a fitted effect of over 65% in size
PI5P4K alpha inh = PI5P4K alpha (human) kinase inhibition | actives 1.2% (n = 330,000) | P48426 | max response, % | PI5P4Kalpha enzyme, ADP-Glo luminescence, 60 min; active compounds read low; active = max response of -50% or lower; inconclusive = between -30% and -50%; inactive = -30% or higher; also: value at the top dose of about 77 µM; % is scaled to controls: 0 for no effect and ±100 for the full control effect
Target sequence (P48426 whole entry, looked up): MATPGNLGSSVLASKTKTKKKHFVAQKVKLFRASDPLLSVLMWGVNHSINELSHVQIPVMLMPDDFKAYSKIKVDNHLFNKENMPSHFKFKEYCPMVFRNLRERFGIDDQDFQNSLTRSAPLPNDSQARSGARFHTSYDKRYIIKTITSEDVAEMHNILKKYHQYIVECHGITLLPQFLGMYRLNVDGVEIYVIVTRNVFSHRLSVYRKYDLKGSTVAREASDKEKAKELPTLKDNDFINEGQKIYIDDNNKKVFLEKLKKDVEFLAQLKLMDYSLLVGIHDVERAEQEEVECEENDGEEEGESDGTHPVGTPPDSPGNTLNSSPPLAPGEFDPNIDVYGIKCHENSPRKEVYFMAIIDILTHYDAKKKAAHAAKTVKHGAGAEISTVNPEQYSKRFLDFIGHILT
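Human PI5P4Kalpha with substrate in 0.038 M HEPES pH 7.4, 0.28 mM EGTA, 0.1% CHAPS, 5% DMSO; reaction started with 5 microM ATP (final), 60 min at room temperature. ADP formed read by ADP-Glo luminescence.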
EPAC1 agonist = activates human EPAC1 exchange factor; Potency, µM (series often up to 154 µM), for the others: at the highest dose activation, hits mostly activators; O95398; EPAC1 agonist qHTS, biochemical assay; response scale: 100% = response to 6.5 mM cAMP; actives 0.073% (n = 360,000); also: potency is read from the fitted curve at half-maximal effect; nearly all actives have a fitted effect of over 60% in size
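Normalized to 6.5 mM cAMP, activity reflects EPAC1-catalysed release of BODIPY-GDP from Rap1B, followed kinetically over 30 min at 480 nm excitation, 540 nm emission. Reaction contained 100 nM EPAC1, 250 nM Rap1B-BODIPY-GDP, 50 uM GDP.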
Starred values were filed as active, the others as inactive; [ ] = remark or other dose. Unless noted, calls follow the shape of the dose curve; as a rule, active = well fitted curve in the direction sought with a large enough effect; inconclusive = small, poorly fitted or top-dose-only effect, or another doubt; inactive = no such curve, though single readings can be large; an effect the other way counts as inactive or inconclusive. An excerpt, so the mix of outcomes need not match the whole.

CC(C)COc1ccc(-c2nnc(-c3ccncc3)o2)cc1 was read as GLP-1R inv ag 25%, IL2 activator -0.2, PTHR1 agonist -36%[inhibitor], GLP1R cytotox 0%, EPAC1 antag -3%, GLP1R ag 22%, PLK1 PBD block -8% and EPAC1 agonist 3%.
`CCN(CC)C(=O)C12CC3CC(CC(Cl)(C3)C1)C2` gave GLP-1R inv ag -35%, IL2 activator -1.4, PTHR1 agonist -6%, GLP1R cytotox -4%, EPAC1 antag 9%, GLP1R ag 7%, PLK1 PBD block -8%, PI5P4K alpha inh -1 and EPAC1 agonist -6%.
Screening CC(C)(C)NC(=O)/C=C/c1ccc(C(F)(F)F)cc1 returned GLP-1R inv ag inconclusive, IL2 activator -2.7, PTHR1 agonist -1%, GLP1R cytotox -24%, EPAC1 antag -4%, GLP1R ag 5%, PLK1 PBD block 0%, PI5P4K alpha inh -1 and EPAC1 agonist -4%.
CCOc1cc(C(=O)OCC(=O)N(C)c2ccccc2)cc(OCC)c1OCC was read as GLP-1R inv ag inconclusive, IL2 activator -0.3, PTHR1 agonist inactive, GLP1R cytotox 3%, EPAC1 antag -2%, GLP1R ag 18%, PLK1 PBD block -8%, PI5P4K alpha inh 14 and EPAC1 agonist -2%.
For CCOC(=O)c1c(N)sc(C(=O)N2CCCCC2)c1C the results were GLP-1R inv ag 14%, IL2 activator -0.4, PTHR1 agonist -5%[57.5 µM], GLP1R cytotox -9%, EPAC1 antag -4%, GLP1R ag 10%, PLK1 PBD block -4%, PI5P4K alpha inh 1 and EPAC1 agonist 2%.
`CCN=C1S/C(=C/c2ccc(-c3ccc(Cl)cc3C(=O)O)o2)C(=O)N1CC` gave GLP-1R inv ag 145%[activator], IL2 activator -0.2, PTHR1 agonist inactive, GLP1R cytotox 122%[activator], EPAC1 antag -20%, GLP1R ag 18%, PLK1 PBD block inconclusive, PI5P4K alpha inh -25 and EPAC1 agonist 4%.
Screening CCN(c1ccccc1)S(=O)(=O)c1ccc(C(=O)Nc2nccs2)cc1 returned GLP-1R inv ag 0%, IL2 activator 0.5, PTHR1 agonist -23%[57.5 µM], GLP1R cytotox 0%, EPAC1 antag 4%, GLP1R ag -18%, PLK1 PBD block -2%, PI5P4K alpha inh 4 and EPAC1 agonist 2%.
`COc1ccc([N+](=O)[O-])cc1N(CC(O)CN1CCCCC1)S(=O)(=O)c1ccc(C)cc1` (stereo not drawn) gave GLP-1R inv ag inconclusive, IL2 activator -3.6, PTHR1 agonist inactive, GLP1R cytotox -16%, EPAC1 antag 2%, GLP1R ag 5%, PLK1 PBD block 3%, PI5P4K alpha inh 0 and EPAC1 agonist 8%.
Screening C[C@@H]1CN([C@@H](C)CO)C(=O)c2cc(N(C)C)ccc2O[C@@H]1CN(C)Cc1ccncc1 returned GLP-1R inv ag 8%, IL2 activator -3.8, PTHR1 agonist -11%, GLP1R cytotox 3%, EPAC1 antag 17%, GLP1R ag -6%, PLK1 PBD block -7%, PI5P4K alpha inh -3 and EPAC1 agonist -15%.
For Cc1nn(CC(=O)N/N=C/c2cccs2)c(C)c1[N+](=O)[O-] the results were GLP-1R inv ag 3%, IL2 activator -2.7, PTHR1 agonist inactive, GLP1R cytotox 4%, EPAC1 antag -7%, GLP1R ag 3%, PLK1 PBD block -2%, PI5P4K alpha inh -6 and EPAC1 agonist 8%.
Screening COc1cc(/C=N/Nc2nc(C)cc(=O)[nH]2)cc(OC)c1O returned GLP-1R inv ag 5%, IL2 activator 0.2, PTHR1 agonist -38%[inhibitor], GLP1R cytotox -2%, EPAC1 antag -7%, GLP1R ag -4%, PLK1 PBD block 9%, PI5P4K alpha inh 7 and EPAC1 agonist 0%.
`O=C(CNC(=O)Cc1ccccc1)NCC(=O)N1CCN(C(c2ccccc2)c2ccccc2)CC1` gave GLP-1R inv ag inconclusive, IL2 activator 1.2, PTHR1 agonist -13%, GLP1R cytotox 6%, EPAC1 antag -4%, GLP1R ag -6%, PLK1 PBD block 7%, PI5P4K alpha inh -3 and EPAC1 agonist -4%.
`O=[N+]([O-])c1cc(-c2nnc(Nc3ccc(O)cc3)c3ccccc23)ccc1N1CCOCC1` gave GLP-1R inv ag 9%, IL2 activator -3.4, PTHR1 agonist -57%, GLP1R cytotox inconclusive, EPAC1 antag inconclusive, GLP1R ag 9%, PLK1 PBD block -13%, PI5P4K alpha inh -29 and EPAC1 agonist 6%.
Screening O=C1CN(C(=O)c2ccccc2[N+](=O)[O-])C(c2ccccc2)c2cc(Br)ccc2N1 (stereo not drawn) returned GLP-1R inv ag inconclusive, IL2 activator -0.6, PTHR1 agonist -30%, GLP1R cytotox -26%, EPAC1 antag -1%, GLP1R ag -1%, PLK1 PBD block -6%, PI5P4K alpha inh -5 and EPAC1 agonist 6%.
CCOC(=O)Nc1sc(C(=O)N(CC)CC)c(C)c1C(=O)OCC was read as GLP-1R inv ag inconclusive, IL2 activator -3.7, PTHR1 agonist inactive, GLP1R cytotox 12%, EPAC1 antag 17%, GLP1R ag -3%, PLK1 PBD block inconclusive, PI5P4K alpha inh 1 and EPAC1 agonist 2%.
Screening COCCNCC(=O)NC12CC3CC(CC(C3)C1)C2 returned GLP-1R inv ag -20%, IL2 activator 2.9, PTHR1 agonist inactive, GLP1R cytotox -11%, EPAC1 antag -8%, GLP1R ag 3%, PLK1 PBD block -2%, PI5P4K alpha inh 0 and EPAC1 agonist -4%.
For Cc1ccc(-c2c[n+](CC(=O)c3ccc(Br)cc3)c3n2CCCCC3)cc1 the results were GLP-1R inv ag inconclusive, IL2 activator -3.8, PTHR1 agonist -7%, GLP1R cytotox inconclusive, EPAC1 antag -2%, GLP1R ag 0%, PLK1 PBD block 9%, PI5P4K alpha inh 5 and EPAC1 agonist 12%.
COc1ccc(C(CNC(=O)COc2ccc(F)cc2Cl)N2CCOCC2)cc1 (stereo not drawn) was read as GLP-1R inv ag 8%, IL2 activator -3.9, PTHR1 agonist -3%, GLP1R cytotox -4%, EPAC1 antag -4%, GLP1R ag 1%, PLK1 PBD block 3%, PI5P4K alpha inh -5 and EPAC1 agonist 1%.
Cc1ccc(OCc2cc(C(=O)NC3CCCCC3)no2)cn1 was read as GLP-1R inv ag -28%, IL2 activator -0.6, PTHR1 agonist -47%[inhibitor], GLP1R cytotox 1%, EPAC1 antag -15%, GLP1R ag 8%, PLK1 PBD block -1%, PI5P4K alpha inh -2 and EPAC1 agonist 17%.
Screening Cc1ccccc1COc1ccc(/C=N/NC(=O)c2nnn(-c3nonc3N)c2CN2CCC(C)CC2)cc1 returned GLP-1R inv ag inconclusive, IL2 activator -2.8, PTHR1 agonist -22%, GLP1R cytotox -16%, EPAC1 antag 9%, GLP1R ag 4%, PLK1 PBD block -8%, PI5P4K alpha inh -5 and EPAC1 agonist -8%.
For Cc1cc(NC(=O)CCC(=O)N(c2ccccc2)C(C(=O)NC2CCCC2)c2ccncc2)no1 (stereo not drawn) the results were GLP-1R inv ag 8%, IL2 activator -3.9, PTHR1 agonist -2%[57.5 µM], GLP1R cytotox 5%, EPAC1 antag 15%, GLP1R ag -6%, PLK1 PBD block -3%, PI5P4K alpha inh -2 and EPAC1 agonist 3%.
`CC(C)(O)C#Cc1ccc(C(=O)NCc2ccccc2F)cc1` gave GLP-1R inv ag -8%, IL2 activator -2.5, PTHR1 agonist inactive, GLP1R cytotox -22%, EPAC1 antag -5%, GLP1R ag 1%, PLK1 PBD block -7%, PI5P4K alpha inh -5 and EPAC1 agonist 0%.
CCOC(=O)N1CCN(C(=O)CSc2nc3c([nH]c4ccccc43)c(=O)n2CCOC)CC1 was read as GLP-1R inv ag 26%, IL2 activator 1.5, PTHR1 agonist inactive, GLP1R cytotox 16%, EPAC1 antag 11%, GLP1R ag 8%, PLK1 PBD block -12%, PI5P4K alpha inh 1 and EPAC1 agonist 3%.
`CC(=O)c1sc(NCCOc2ccc(C)cc2)nc1C` gave GLP-1R inv ag 8%, IL2 activator -2.4, PTHR1 agonist -41%[inhibitor], GLP1R cytotox -9%, EPAC1 antag -8%, GLP1R ag 21%, PLK1 PBD block -4%, PI5P4K alpha inh 2 and EPAC1 agonist -5%.
For COc1ccc(C(=O)N2[C@@H](C(C)C)COc3cc(Br)ccc3S2(=O)=O)cc1 the results were GLP-1R inv ag inconclusive, IL2 activator -0.1, PTHR1 agonist -4%, GLP1R cytotox -7%, EPAC1 antag 9%, GLP1R ag -2%, PLK1 PBD block inconclusive, PI5P4K alpha inh -13 and EPAC1 agonist -4%.
`O=C1NN(c2ccccc2)C(=O)/C1=C\c1ccccc1OCC(=O)N1CCOCC1` gave GLP-1R inv ag 0%, IL2 activator -1.5, PTHR1 agonist -19%, GLP1R cytotox -26%, EPAC1 antag -2%, GLP1R ag 0%, PLK1 PBD block 21µM* and EPAC1 agonist 5%.

3 compounds picked at random from those above, as already listed:
For Cc1cc(NC(=O)CCC(=O)N(c2ccccc2)C(C(=O)NC2CCCC2)c2ccncc2)no1 (stereo not drawn) the results were GLP-1R inv ag 8%, IL2 activator -3.9, PTHR1 agonist -2%[57.5 µM], GLP1R cytotox 5%, EPAC1 antag 15%, GLP1R ag -6%, PLK1 PBD block -3%, PI5P4K alpha inh -2 and EPAC1 agonist 3%.
CCOC(=O)N1CCN(C(=O)CSc2nc3c([nH]c4ccccc43)c(=O)n2CCOC)CC1 was read as GLP-1R inv ag 26%, IL2 activator 1.5, PTHR1 agonist inactive, GLP1R cytotox 16%, EPAC1 antag 11%, GLP1R ag 8%, PLK1 PBD block -12%, PI5P4K alpha inh 1 and EPAC1 agonist 3%.
For COc1ccc(C(=O)N2[C@@H](C(C)C)COc3cc(Br)ccc3S2(=O)=O)cc1 the results were GLP-1R inv ag inconclusive, IL2 activator -0.1, PTHR1 agonist -4%, GLP1R cytotox -7%, EPAC1 antag 9%, GLP1R ag -2%, PLK1 PBD block inconclusive, PI5P4K alpha inh -13 and EPAC1 agonist -4%.

Screening results from PubChem.
